High-throughput results deposited in PubChem BioAssay by Sanford-Burnham Center for Chemical Genomics.
MT1-MMP txn act – MT1-MMP promoter reporter activation – cell-based, luciferase luminescence, primary screen | HT1080 MT1-MMP promoter luciferase reporter, overnight; active compounds read high | activation factor at 10 µM | 86,000 tested, 0.16% active;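 active means activation factor of at least 2 for MT1-MMP transcription at 10 µM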
Mac1 fbg inh – inhibitors of CD11b/CD18 adhesion to fibrinogen, primary screen, K562 cells, luminescence | ATPlite luminescence; Mn2+ added to activate the integrin | Integrin beta-2 (Homo sapiens) + Integrin alpha-M (Homo sapiens), P05107+P11215 | 93,000 tested, 0.54% active | AID 1497, 2009 | inhibition, % at 10 µM;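 active means primary inhibition of 50% or more at 10 µM, then 40% or more on retest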; further: some results filed as inactive read as strong as hits
Target sequence (P05107 whole entry, looked up, other chains not shown): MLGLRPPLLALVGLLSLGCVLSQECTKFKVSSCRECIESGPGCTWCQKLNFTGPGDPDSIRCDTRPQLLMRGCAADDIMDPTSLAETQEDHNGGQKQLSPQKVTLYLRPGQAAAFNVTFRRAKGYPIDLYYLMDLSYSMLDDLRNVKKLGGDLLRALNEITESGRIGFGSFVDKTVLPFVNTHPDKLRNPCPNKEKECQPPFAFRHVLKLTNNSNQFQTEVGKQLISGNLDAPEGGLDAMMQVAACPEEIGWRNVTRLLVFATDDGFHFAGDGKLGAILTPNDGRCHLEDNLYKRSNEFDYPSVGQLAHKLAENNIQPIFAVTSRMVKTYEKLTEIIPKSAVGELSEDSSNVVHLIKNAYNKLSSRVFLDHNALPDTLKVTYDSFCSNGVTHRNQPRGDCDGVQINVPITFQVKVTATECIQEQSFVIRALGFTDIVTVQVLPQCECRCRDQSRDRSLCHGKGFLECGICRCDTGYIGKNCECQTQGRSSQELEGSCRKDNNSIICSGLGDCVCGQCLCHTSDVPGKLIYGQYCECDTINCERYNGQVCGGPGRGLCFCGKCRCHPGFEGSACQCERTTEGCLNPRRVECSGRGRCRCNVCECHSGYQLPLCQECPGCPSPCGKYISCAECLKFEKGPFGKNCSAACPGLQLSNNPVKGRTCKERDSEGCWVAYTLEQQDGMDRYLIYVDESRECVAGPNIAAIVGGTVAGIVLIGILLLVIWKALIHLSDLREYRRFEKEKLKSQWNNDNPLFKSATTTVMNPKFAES
CYP2C9 inh – blockers of cytochrome P450 2C9 activity – biochemical, luminescence, ADME assay, primary screen; inhibition, % at 5 µM; 96,000 tested, 20% active; CYP2C9 Supersomes, luciferin-H conversion;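 active means blocking of liver enzyme CYP2C9 beyond about 50% at 5 µM, limit read from the data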; further: values of inactives mirror those of a sister screen read the other way
PTK2B oligo ant – antagonists of Pyk2 self-association, primary screen, Q293 cells, FERM NanoBiT luminescence, HTS; AID 1347419, 2020; Protein-tyrosine kinase 2-beta (Homo sapiens), Q14289; z-score (the deposit names both 25 µM and 10 µM); 99,000 tested, 0.83% active; active compounds read low;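 active means Z-score of -3 or lower, scaled per plate to the spread of control and sample wells; inactive means z-score above -3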;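 further: negative z-score means lost luminescence so less FERM oligomerization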
CYP2C19 inh – blockers of cytochrome P450 2C19 activity – biochemical, luminescence, ADME assay, primary screen. P33261. CYP2C19 Supersomes, luciferin-H EGE luminescence, 30 min. inhibition, % at 5 µM. 96,000 tested, 21% active;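 active means CYP2C19 inhibition above a set limit at 5 µM in the primary screen, cut at about 50% in these data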;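 further: plate controls were negative control wells for no effect and 2.5 mM tranylcypromine positive control for full effect; values of inactives mirror those of a sister screen read the other way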
CYP2C9 act – human CYP2C9 activators, primary screen, biochemical, luminescence; Cytochrome P450 2C9 (Homo sapiens), P11712; activation factor at 5 µM; 96,000 tested, 1.4% active; recombinant CYP2C9, luciferin-H conversion; active compounds read high; factor 1 = untreated enzyme, 0 = blocked;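 active means activation factor of 2 or more for CYP2C9 at a 5 µM dose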;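 further: 0 = sulfaphenazole-blocked wells and 1 = vehicle-only wells; values of inactives mirror those of a sister screen read the other way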
PLAP act – PLAP enzyme activators, biochemical, luminescence, HTS; Alkaline phosphatase, placental type (Homo sapiens), P05187; purified PLAP enzyme, luminescent substrate read-out; active compounds read high; activation fold at 20 µM; 96,000 tested, 1.2% active; AID 696, 2007; in the data active means activation fold above about 2
Mac1 fbg enh – enhancers of CD11b/CD18 adhesion to fibrinogen, primary screen, K562 cells, luminescence; ATPlite luminescence; activation, % at 10 µM; 93,000 tested, 0.07% active; AID 1499, 2009;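 active means 10 µM primary screen giving 50% or more activity, confirmed by 40% or more on retest at that dose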; further: strong numbers were not always called active; reference of the scale not given here
CYP2C19 act – human CYP2C19 activators, primary screen, biochemical, luminescence | Cytochrome P450 2C19 (Homo sapiens), P33261 | recombinant CYP2C19, luciferin-H EGE luminescence; active compounds read high; 0 = fully inhibited enzyme, 1 = untreated enzyme | activation factor at 5 µM | 96,000 tested, under 10 active;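 active means activation factor of at least 2 at 5 µM in the primary screen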;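 further: 0 = wells with 2.5 mM tranylcypromine and 1 = vehicle-only wells; values of inactives mirror those of a sister screen read the other way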
Numbers without * were called inactive; . = not tested or not shown. No enrichment for hits (roughly 31% active in at least one column).

SMILES | MT1-MMP txn act | Mac1 fbg inh | CYP2C9 inh | PTK2B oligo ant | CYP2C19 inh | CYP2C9 act | PLAP act | Mac1 fbg enh | CYP2C19 act
Cc1c(C(=O)NCc2cccnc2)sc2ncn(CC(=O)N3CCCCC3C)c(=O)c12 (centres undefined) | 1 | -25 | 21 | 0.7 | 11 | 0.8 | 1.1 | 0 | 0.9
CCc1ccc(NC(=O)CS(=O)CC(=O)Nc2ccc(F)cc2F)cc1 (centres undefined) | 1.1 | 1 | 17 | 1.4 | 2 | 0.8 | 0.8 | 1 | 1
O=C(Nc1cccnc1)c1ccc(NC(=O)c2ccco2)cc1 | 1 | 9 | 10 | -0.2 | 22 | 0.9 | 1 | -2 | 0.8
COc1ccc(-n2c(Cc3cccn3C)nnc2SCC(=O)Nc2cccc(NC(C)=O)c2)cc1 | 1.1 | 23 | 19 | 2 | 13 | 0.8 | 1.5 | -6 | 0.9
CCc1ccc2[nH]c3nc(SCC(=O)NNC(=O)c4ccc(C(C)(C)C)cc4)nnc3c2c1 | . | -25 | -5 | 1.3 | 3 | 1.1 | 0.9 | 0 | 1
CCOC(=O)c1[nH]c(C)c(C(=O)c2cc(F)ccc2F)c1C | 0.5 | 20 | 93* | -1.3 | 95* | 0.1 | 1 | 2 | 0.1
Cc1ccc(S(=O)(=O)c2c(C)nn(C(C)(C)C)c2OC(=O)c2ccco2)cc1 | 1.2 | 61 | 86* | -0.71 | 99* | 0.1 | 1.2 | -9 | 0
CCCOC(=O)c1ccc(NC(=O)Oc2ccccc2)cc1 | 1 | . | 2 | 0.01 | 5 | 1 | 1.1 | . | 1
Cc1ccc2cc(COC(=O)c3ccco3)c(=O)[nH]c2c1 | 1.2 | -3 | 21 | -1.7 | 20 | 0.8 | 1 | -5 | 0.8
O=C(c1cnsn1)N1CCN(c2ccccc2)CC1 | 1 | -2 | 14 | -0.07 | 32 | 0.9 | 1 | -2 | 0.7
COc1ccc(CNC(=O)COC(=O)c2cc(-c3ccc(Cl)s3)nc3ccccc23)cc1 | . | 12 | 16 | 0.36 | -3 | 0.8 | 1 | 20 | 1
COC(=O)[C@H](Cc1ccccc1)NC(=O)Nc1ccc(S(N)(=O)=O)cc1 | 1.2 | -15 | 2 | -0.83 | -4 | 1 | 1 | -1 | 1
COCCCNC(=O)c1c(N)n(-c2cccc(S(N)(=O)=O)c2)c2nc3ccccc3nc12 | 1 | -29 | 9 | -0.38 | 16 | 0.9 | 1.5 | 15 | 0.8
CC(C)(C)N=Cc1cc(-c2ccccc2)sc1O | 1.6 | 3 | 6 | -0.22 | 8 | 0.9 | 0.9 | 2 | 0.9
O=C(COC(=O)CCc1nc2ccccc2s1)Nc1cccc(S(=O)(=O)N2CCOCC2)c1 | . | -14 | -111 | 2 | 16 | 2.1* | 1.4 | -1 | 0.8
O=C(c1ccccc1)N1CCN(CC2CC=CCC2)CC1 (centres undefined) | 1.1 | -18 | 78* | -0.07 | 57* | 0.2 | 1.1 | -4 | 0.4
N#Cc1c(-c2ccco2)cc(-c2ccc(F)cc2)nc1N | 1.3 | 0 | 29 | -0.63 | 9 | 0.7 | 0.9 | 5 | 0.9
CC(C)Oc1ccc2ccccc2c1C=O | . | 2 | 21 | 0.37 | 21 | 0.8 | 1 | -3 | 0.8
O=C(NC12CC3CC(CC(C3)C1)C2)N1CCN(c2nc(-c3ccccc3)cs2)CC1 | 0.9 | . | 11 | -0.29 | 21 | 0.9 | 1 | . | 0.8
COC(=O)c1ccc(C(=O)Nc2ccc(N)cc2N)cc1 | 1 | 4 | -4 | -0.77 | -7 | 1 | 0.9 | 0 | 1.1
CCOc1ccc(OCC)c(NC(=O)CCCN2C(=O)c3cccnc3C2=O)c1 | 1.3 | -8 | 10 | 0.81 | 3 | 0.9 | 1.2 | 1 | 1
COC(=O)Cn1cnc2ccccc2c1=O | 1.1 | -15 | 4 | 0.01 | -3 | 1 | 0.8 | -2 | 1
COC(=O)C1=C(CN2CCc3ccccc32)NC(=O)NC1c1cc(C)ccc1C (centres undefined) | 1.1 | 1 | -9 | -0.87 | 2 | 1.1 | 1 | 3 | 1
Cc1ccc(CC2CC(=O)N(c3ccc(Cl)cn3)C2=O)cc1 (centres undefined) | 1.1 | 4 | 39 | 1.1 | 58* | 0.6 | 1 | -5 | 0.4
COc1nc(-c2ccncc2)nc2ccccc12 | 1.1 | . | 72* | -0.13 | 74* | 0.3 | 0.9 | . | 0.3
COc1ccc(C(=O)Nc2cc(C(C)=O)c(/C=C/N(C)C)oc2=O)cc1 | . | . | 11 | -0.21 | 22 | 0.9 | 0.9 | . | 0.8
Cc1ccc(S(=O)(=O)N2CCCC(C(=O)NCC3COCCO3)C2)cc1 (centres undefined) | 1.2 | -6 | -42 | 0.12 | 2 | 1.4 | 1.3 | 0 | 1
CN(CC(=O)N1CCc2ccccc21)S(=O)(=O)c1ccc(Cl)cc1 | 1 | . | -167 | 0.34 | 60* | 2.7* | 1.1 | . | 0.4
CN(C(=O)c1cc2sccc2n1C)C1CCCCC1 | 1.6 | 15 | 21 | 0.01 | 74* | 0.8 | 1.6 | -3 | 0.3
CSc1nc(N2CCOCC2)c2ccccc2n1 | 1 | -3 | 3 | -0.34 | 0 | 1 | 0.9 | -2 | 1

Retrieved by structure from above, four records:
SMILES | MT1-MMP txn act | Mac1 fbg inh | CYP2C9 inh | PTK2B oligo ant | CYP2C19 inh | CYP2C9 act | PLAP act | Mac1 fbg enh | CYP2C19 act
Cc1ccc(S(=O)(=O)N2CCCC(C(=O)NCC3COCCO3)C2)cc1 (centres undefined) | 1.2 | -6 | -42 | 0.12 | 2 | 1.4 | 1.3 | 0 | 1
CC(C)Oc1ccc2ccccc2c1C=O | . | 2 | 21 | 0.37 | 21 | 0.8 | 1 | -3 | 0.8
N#Cc1c(-c2ccco2)cc(-c2ccc(F)cc2)nc1N | 1.3 | 0 | 29 | -0.63 | 9 | 0.7 | 0.9 | 5 | 0.9
O=C(COC(=O)CCc1nc2ccccc2s1)Nc1cccc(S(=O)(=O)N2CCOCC2)c1 | . | -14 | -111 | 2 | 16 | 2.1* | 1.4 | -1 | 0.8

Next part
SMILES | MT1-MMP txn act | Mac1 fbg inh | CYP2C9 inh | PTK2B oligo ant | CYP2C19 inh | CYP2C9 act | PLAP act | Mac1 fbg enh | CYP2C19 act
O=C(C1CCN(S(=O)(=O)c2cccc3cccnc23)CC1)N1CCc2ccccc21 | 1.1 | . | -112 | -0.35 | 43 | 2.1* | 1 | . | 0.6
Clc1ccc(N2CCCCCC2)nn1 | . | . | 8 | -0.18 | 1 | 0.9 | 1 | . | 1
O=c1cc(-c2ccccc2)nc(SCc2ccccc2)[nH]1 | . | -3 | 16 | 0.95 | 6 | 0.8 | 1.2 | 9 | 0.9
Cn1c(=O)c2c(nc(N3CCN(c4ccccn4)CC3)n2Cc2ccccc2Cl)n(C)c1=O | . | . | 45 | 0.58 | 35 | 0.6 | 1.3 | . | 0.6
CCOC(=O)C1Cc2c([nH]c3ccccc23)C(C)N1 (centres undefined) | 1 | 3 | -11 | -0.12 | 82* | 1.1 | 1.1 | -1 | 0.2
COC(=O)c1ccccc1NC(=O)CN(C)S(=O)(=O)c1ccc(OC)c(C)c1 | 1.2 | 12 | -14 | 1.8 | 100* | 1.1 | 1 | 3 | 0
COC(=O)Nc1ccc(S(=O)(=O)N2CCC(Cc3ccccc3)CC2)cc1 | . | 60 | 40 | -0.5 | 50 | 0.6 | 1.4 | -1 | 0.5
CCOCCn1cnc2sc(C(=O)Nc3nc(C)c(C(=O)OCC)s3)c(C)c2c1=O | 1.2 | 6 | 19 | . | 6 | 0.8 | 1.2 | -2 | 0.9
COc1ccccc1C(=O)Nc1ccc(N2CCCCC2)cc1 | 1.4 | -6 | -282 | 0.37 | 17 | 3.8* | 0.7 | -2 | 0.8
O=c1c(CN2CCN(Cc3ccccc3)CC2)coc2ccc(Cl)cc12 | 1 | -5 | -182 | 0.16 | 44 | 2.8* | 1.5 | 0 | 0.6
CCc1ccc2[nH]c(=O)c(C(c3nnnn3CC3CCCO3)N3CCN4CCCC4C3)cc2c1 (centres undefined) | 1.1 | -4 | -2 | 0.43 | -14 | 1 | 1.7 | 3 | 1.1
CCCC(=O)Nc1nc(-c2ccc3c(c2)OCCO3)cs1 | 1.4 | -11 | 86* | . | 13 | 0.1 | 0.9 | 3 | 0.9
O=C(COc1ccc(Cl)cc1Cl)N1CCCN(C(=O)COc2ccc(Cl)cc2Cl)CC1 | . | -39 | -48 | 0.43 | 37 | 1.5 | 1.5 | 0 | 0.6
CCOC(=O)Nc1ccc2c(c1)nc(CN1CCN(C(C)=O)CC1)n2C | 1.1 | -1 | 9 | -0.81 | 4 | 0.9 | 1.1 | 3 | 1
CC(=O)Nc1ccc(OC(=O)c2cccnc2)cc1 | 1.2 | -7 | -14 | 0.64 | -11 | 1.1 | 0.9 | 2 | 1.1
CCc1nnc(NC(=O)c2ccc(-c3cccc(C(F)(F)F)c3)o2)s1 | 1 | -4 | 7 | -0.53 | 34 | 0.9 | 1.3 | -4 | 0.7
Cc1ccc(NC(=O)c2nccnc2C(=O)O)cc1C | . | -3 | -9 | . | -5 | 1.1 | 0.9 | -2 | 1
CN1C(=O)/C(=N/OC(=O)c2ccccc2)c2ccccc21 | . | . | -2 | 0.79 | -8 | 1 | 1.1 | . | 1.1
CCCCC(=O)Nc1ccc(NC(=O)c2cccnc2)cn1 | 1.2 | -5 | 29 | -0.32 | 8 | 0.7 | 1.2 | 0 | 0.9
CCOc1c2ccc(C(=O)NCc3ccco3)cc2nn1CC | . | . | 17 | . | -3 | 0.8 | 1.2 | . | 1
CCC(=O)N1CCN=C1SCc1ccc(Cl)cc1 | 1 | 6 | 19 | 0.66 | 84* | 0.8 | 0.7 | -2 | 0.2
Cc1noc(C)c1CSCC(=O)OCc1nc2ccccc2c(=O)n1CC#N | 1 | -15 | 65* | 0.13 | 48 | 0.3 | 1.6 | -4 | 0.5
CC(C)CN(C(=O)COC(=O)C12CC3CC(CC(O)(C3)C1)C2)C1CCS(=O)(=O)C1 (centres undefined) | 1 | 3 | -1 | 0.2 | 5 | 1 | 1.5 | -4 | 0.9
CSc1nc2ccc(S(=O)(=O)NC3CCCCC3)cc2s1 | . | 2 | 31 | -1.6 | 74* | 0.7 | 0.8 | -7 | 0.3
COc1ccc(-c2c3c(nc4sc5c(=O)[nH]c(C)nc5c24)CCC3)cc1 | . | 2 | 57* | -0.83 | -5 | 0.4 | 1.4 | -4 | 1.1
O=C(NCCN1CCOCC1)C1CCC(=O)N1Cc1ccc(F)cc1 (centres undefined) | 1.1 | -1 | -5 | 1.4 | 8 | 1 | 0.8 | -2 | 0.9
Cn1nc(-c2ccccc2)c(CSc2ccccc2)c1Cl | . | 7 | 14 | 0.13 | 16 | 0.9 | 1.2 | 0 | 0.8
Cc1cc(=O)oc2cc(OCC(=O)NCc3ccccn3)ccc12 | 1.2 | . | 1 | 0.83 | 16 | 1 | 1.1 | . | 0.8
O=c1c2ccccc2n2nnnc2n1-c1ccccc1 | 1.2 | -10 | -2 | 0.96 | 0 | 1 | 0.9 | 2 | 1
CCCCNC(=O)C(NS(=O)(=O)c1cccc2nsnc12)c1ccccc1 (centres undefined) | 1.1 | . | 42 | -0.31 | 20 | 0.6 | 1 | . | 0.8
